JMJD2A Tudor: blocks the human JMJD2A Tudor domain | O75164 | AlphaScreen JMJD2A-Tudor / H3K4me3 peptide binding | Potency, µM (titrated, usually from 114 µM), without a hit: top-dose activity change, negative = inhibition, most hits filed as inhibitors | 390,000 compounds, 4.4% hits | AID 504339; note: potency is the fitted concentration of half-maximal effect; % is set by controls: 0 for no effect and ±100 for the full control effect; nearly all actives have a fitted effect of over 50% in size
BAZ2B block: inhibitors of human BAZ2B bromodomain | 360,000 compounds, 4.4% hits | Q9UIF8 | AlphaScreen BAZ2B-H3K14Ac peptide displacement | Potency, µM (highest dose often 114 µM), inactives show at the highest dose activity change, negative = inhibition, hits mostly inhibitors | AID 504333; note: potency is the fitted concentration of half-maximal effect; % is set by controls: 0 for no effect and ±100 for the full control effect; nearly all actives have a fitted effect of over 60% in size
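Complex of BAZ2B and biotin-H3K14Ac (50 nM apiece) forms over 30 min at RT, then faces library compounds up to 110 uM for another 30 min; AlphaScreen beads added, 20 min dark incubation, luminescence read.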
PI4K2A inh: inhibitors of human PI4K2A | purified PI4K2A, ADP-Glo luminescence, 1 h; active compounds read low | activity change, negative = inhibition, % at 76.9 µM | 420,000 compounds, 0.13% hits; in the data active = activity change below about -50%; inconclusive = mostly about -30% to -49%;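 note: -100% = wells without enzyme as full effect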
Target sequence (Q9BTU6 whole entry, looked up): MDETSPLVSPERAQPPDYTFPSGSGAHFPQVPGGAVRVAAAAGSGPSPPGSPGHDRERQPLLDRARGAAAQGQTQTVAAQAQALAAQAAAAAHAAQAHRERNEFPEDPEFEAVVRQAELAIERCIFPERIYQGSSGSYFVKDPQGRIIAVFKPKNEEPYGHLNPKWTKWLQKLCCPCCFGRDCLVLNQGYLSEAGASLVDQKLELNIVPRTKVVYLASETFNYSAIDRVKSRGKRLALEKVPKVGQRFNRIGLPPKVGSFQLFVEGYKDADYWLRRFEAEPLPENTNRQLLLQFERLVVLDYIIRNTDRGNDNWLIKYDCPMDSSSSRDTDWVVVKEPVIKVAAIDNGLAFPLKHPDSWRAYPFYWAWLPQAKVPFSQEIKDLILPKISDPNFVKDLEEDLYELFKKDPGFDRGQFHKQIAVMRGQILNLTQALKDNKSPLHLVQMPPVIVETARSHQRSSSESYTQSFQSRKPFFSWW
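In this quantitative HTS, ADP production by PI4K2A was quantified luminescently after 1 h at ambient temperature; 100 microM adenosine served as plate-quality control.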
GLS inhibitor: inhibitors of human glutaminase (GLS). GLS enzymatic activity, qHTS titration. AID 624170. O94925. 410,000 compounds, 0.21% hits. Potency, µM (series often up to 45.5 µM), without a hit: at the highest dose activity change, negative = inhibition, usual class: inhibitors; note: potency is the fitted concentration of half-maximal effect; % is set by controls: 0 for no effect and ±100 for the full control effect
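hKGA in 45 mM KH2PO4 (pH 8.2), 0.02% Tween-20 with compound, then 1mM L-Glutamine (stock as added) plus glutamate oxidase/HRP/Amplex red coupling mix. Fluorescence read initially and after 30 min at RT; signal change reflects glutamate formation.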
ERG Ets-DNA blk: inhibitors of human ERG Ets domain-DNA interaction | P11308 | fluorescence polarization, His-ERG Ets domain / labelled DNA | Potency, µM (titrated, usually from 76.9 µM), without a hit: at the top dose FP activity, negative = inhibition, actives largely listed as inhibitors | 370,000 compounds, 0.028% hits | AID 624246; active = well fitted inhibition curve with a large enough effect in the polarisation, with a control signal flat; inconclusive = small, poorly fitted or top-dose-only effect, or effect the other way, or a change in a side signal; inactive = no such curve, though single readings can be large or run the other way; the % refers to the polarisation;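 note: polarization taken with two DNA probes labelled with fluorescein and Texas red; potency is the fitted concentration of half-maximal effect; % of control where 0% means no effect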
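His-tagged ERG Ets domain (1 uM in the protein solution; 300mM KCl, 50mM Tris-HCl, 1mM EDTA, 1mM DTT, pH 7.5) received compound, then a probe mix of 5 nM fluorescein-DNA and 100nM Texas-615-DNA. Fluorescence polarization was read for both dyes.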
Pin1 inh: blocks the human prolyl isomerase Pin1; Pin1 FP peptide displacement, HiFluor488, 10 min; 390,000 compounds, 0.009% hits; Q13526; Potency, µM (highest dose often 115 µM), for inactives: at the top dose activity, negative = inhibition, usual class: inhibitors; active = well fitted inhibition curve with a large enough effect in the polarisation, with a control signal flat, not every such curve was filed as active; inconclusive = small, poorly fitted or top-dose-only effect, or effect the other way, or a change in a side signal; inactive = no such curve, though single readings can be large or run the other way; the % refers to the polarisation; note: potency is the fitted concentration of half-maximal effect; % is set by controls: 0 for no effect and ±100 for the full control effect
G9a inh: G9a (human) methyltransferase inhibition; G9a H3K9 monomethylation, AlphaScreen, 2 h; Potency, µM (doses to about 102 µM), for inactives: top-dose activity, negative = inhibition, actives largely listed as inhibitors; 350,000 compounds, 8.8% hits; AID 504332; note: potency is the fitted concentration of half-maximal effect; % is set by controls: 0 for no effect and ±100 for the full control effect; nearly all actives have a fitted effect of over 75% in size
Target sequence (Q96KQ7 913-1193 limits assumed): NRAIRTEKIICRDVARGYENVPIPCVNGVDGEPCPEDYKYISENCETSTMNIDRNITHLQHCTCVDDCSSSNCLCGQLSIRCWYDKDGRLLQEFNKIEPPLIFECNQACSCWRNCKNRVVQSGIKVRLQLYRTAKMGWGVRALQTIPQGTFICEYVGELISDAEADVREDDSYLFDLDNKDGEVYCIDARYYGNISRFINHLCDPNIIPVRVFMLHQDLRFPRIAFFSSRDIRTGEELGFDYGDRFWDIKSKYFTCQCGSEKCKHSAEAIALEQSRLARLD
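G9a (20 nM) preincubated 15 min RT with compounds, then 500 nM biotinylated H3K9 peptide and 20 uM SAM added; 2 h RT reaction. Monomethyl-H3K9 product detected by AlphaScreen with anti-H3K9me1 antibody, streptavidin donor and anti-rabbit IgG acceptor beads.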
PGK inhibitor: blocks T. brucei phosphoglycerate kinase. PGK/GAPDH coupled, Kinase-Glo luminescence, 60 min. Potency, µM (series often up to 57.5 µM), for the others: at the top dose activity change, negative = inhibition, actives largely listed as inhibitors. 380,000 compounds, 0.043% hits. AID 602233; note: potency is the fitted concentration of half-maximal effect; % is set by controls: 0 for no effect and ±100 for the full control effect; nearly all actives have a fitted effect of over 60% in size
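Luminescent ATP detection (Kinase-Glo Plus) follows a 60-minute room-temperature incubation, with wells lacking PGK as controls. Buffer: 100 mM TEA (pH 7.6), 5 mM MgCl2, 0.01% Tween-20. Coupling enzyme GAPDH (100 nM final) supplies unstable 1,3-BPG in-well.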
HP1b chromo inh: HP1-beta chromodomain-methylated histone interaction inhibition; AlphaScreen HP1-beta / biotin-H3K9me3 peptide binding; 390,000 compounds, 0.56% hits; Potency, µM (highest dose often 114 µM), for the others: top-dose activity change, negative = inhibition, actives largely listed as inhibitors; P83916; AID 540317; note: potency is the fitted concentration of half-maximal effect; nearly all actives have a fitted effect of over 70% in size; inactives centre near 23
Target sequence (P83916 whole entry, looked up): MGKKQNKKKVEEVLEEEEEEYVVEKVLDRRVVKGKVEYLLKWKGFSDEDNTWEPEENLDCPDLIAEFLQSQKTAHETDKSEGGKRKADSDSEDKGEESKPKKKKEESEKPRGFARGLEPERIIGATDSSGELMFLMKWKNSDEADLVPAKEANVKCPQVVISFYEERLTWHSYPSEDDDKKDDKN
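AlphaScreen: HP1-beta (50 nM) preformed 30 min with biotin-H3(1-18)K9me3 peptide (50 nM) in PBS pH 7.4, 0.01% Tween-20. Compound added for 30 min at RT, then streptavidin donor/nickel chelate acceptor beads (10 ug/mL) for 30 min.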
An asterisk follows results filed as active; i = inactive; ? = inconclusive; / = not tested or not shown; [ ] = dose if it differs, or a comment. Unless noted, calls come from the whole dose curve; as a rule, active = well fitted curve in the direction sought with a large enough effect; inconclusive = small, poorly fitted or top-dose-only effect, or another doubt; inactive = no such curve, though single readings can be large; an effect the other way counts as inactive or inconclusive.

compound	JMJD2A Tudor	ERG Ets-DNA blk	PI4K2A inh	PGK inhibitor	HP1b chromo inh	BAZ2B block	GLS inhibitor	Pin1 inh	G9a inh
COc1ccc(N2CSC3=C(C#N)C(c4cc(OC)ccc4OC)CC(=O)N3C2)c(OC)c1 (stereo not drawn)	22µM*	3%	-27	-2%	16µM*	45µM*	29%	51%[activator]	2.2µM*
Cn1c(=O)cc(OCC(=O)NCCC2=CCCCC2)c2ccccc21	-2%	-5%	4	-5%	26%	-14%	-5%	-1%	11%[59 µM]
O=C(CCNC(=O)c1ccccc1Cl)Nc1nnc(C2CC2)s1	-11%	9%	1	i	0%	-16%	1%	1%	4%
O=C(O)c1[nH]nc2c1COc1ccccc1-2	-5%	-11%	4	0%	39%[activator]	7%	1%	-24%	16%[59 µM]
O=C(CNS(=O)(=O)c1ccccc1)Nc1ccc(C(F)(F)F)cc1	-25%	-5%	-2	-1%	17%	7%	-4%	7%	24%[12.7 µM]
CC(=O)Nc1ccc(Oc2ccccc2)cc1	-11%	-1%	1	3%	34%	-2%	7%	-5%	2%
O=C(O)c1ccc(Oc2ccc([N+](=O)[O-])cc2)c([N+](=O)[O-])c1	-9%	-1%	3	-9%	?	/	0%	-15%	/
Cc1nc2nc(-c3ccccc3)[nH]n2c(=O)c1C	-18%	-3%	0	-11%	10%	-5%	-2%	3%	6%[59 µM]
O=C(Nc1nnc(-c2ccncc2)o1)c1ccc(Br)s1	?	-6%	-4	3%	33%	71µM*	5%	-6%	-26%
COc1ccc(C(C#N)(CCC#N)CCC#N)cc1OC	6%	-4%	0	i	57%[activator]	3%	-2%	-4%	?
CCN(C(=O)COC(=O)CSc1ccc(C(N)=O)cc1[N+](=O)[O-])C1CCCCC1	-13%	8%	-5	i	34%	-14%	-3%	-2%	-2%
CCC(=O)Nc1nnc(/C=C/c2ccc(OC)cc2)s1	?	17%	-7	-7%	11%	1%	0%	9%	20%
CCOc1ccccc1N(CC)C(=O)c1cc2ccc3cccnc3c2[nH]1	-20%	-5%	-2	-3%	11%	0%[57.1 µM]	1%	10%	?
CCOC(=O)N1CCN(CC(=O)c2c(C)[nH]c3ccccc23)CC1	-29%[11.4 µM]	-5%	7	-7%	2%	-3%	-13%	-2%	?
Cc1ccc(SCc2cc(=O)[nH]c(/N=C(\N)Nc3cccc4ccccc34)n2)cc1	-20%	-2%	1	-4%	4%	4%	6%	8%	12%[59 µM]
Cn1c(NCCCN2CCOCC2)nc2c1c(=O)n(Cc1ccc(Cl)c(Cl)c1)c(=O)n2C	?	-8%	4	-7%	-13%	?	-16%	-5%	-8%[2.33 µM]
CC(=O)Nc1ccc(S(=O)(=O)NCC(=O)OCC(=O)NC23CC4CC(CC(C4)C2)C3)cc1	-16%	-2%	0	-4%	10%	-5%	2%	2%	-2%[59 µM]
CC1(C)OC(=O)N(c2ccccc2)C12C=Cc1c(ccc3ccccc13)O2 (stereo not drawn)	7%[11.4 µM]	2%	-1	9%	-25%	-1%	-3%	5%	?
COc1cc(OC)c(NC(=O)c2cc(C)nc3c2c(C)nn3-c2ccc(C)cc2)cc1Cl	-14%	0%	-2	-8%	14%	13%[57.1 µM]	-7%	-5%	6%[59 µM]
Cc1ccc(N2C(=O)C(c3c(C)[nH]n(-c4ccccc4)c3=O)(C(F)(F)F)C3=C2CC(C)(C)CC3=O)cc1 (stereo not drawn)	-25%	-1%	2	4%	3%	-32%	-23%	-1%	?
COc1cc(CN2CCCC(N3CCN(c4ccc(F)cc4)CC3)C2)ccc1F (stereo not drawn)	-18%	1%	-4	-2%	6%	?	20%	4%	/
N#Cc1cccc(CN2CCC(=O)N(CCO)CC2)c1	-13%	3%	0	-1%	17%	2%	0%	-6%	-6%
O=C(NCC1CCCO1)C(c1cccs1)N(Cc1cccs1)C(=O)c1ccc(-c2ccccc2)[nH]1 (stereo not drawn)	?	-1%	0	-6%	?	?	1%	?	?
O=C(NCCc1nnc2ccc(SCC(=O)N3CCCC3)nn12)c1ccccc1	-3%	-5%	0	-10%	35%[activator]	-1%	7%	-4%	/
Cc1ccc(S(=O)(=O)Nc2ccncc2)c(C)c1N(C)S(=O)(=O)c1ccc(Cl)cc1	6%	5%	-1	0%	15%	-19%	5%	0%	-48%[59 µM]
COc1ccc(CCN(C)Cc2c(O)ccc3cc(Br)ccc23)cc1OC	-25%	0%	1	-2%	30%	-37%	6%	1%	25µM*
CN(/N=C\c1ccc(O)c(O)c1)c1nc(-c2ccccc2)cc(-c2ccccc2)n1	?	?	-5	i	?	40µM*	20%	13%	40µM*
COc1cccc(-c2coc3c(C)c4oc(=O)c(CC(=O)O)c(C)c4cc23)c1	-8%	6%	-8	-4%	7%	9%	-8%	?	-43%
O=C(CSCc1ccc(F)cc1)N1CCN(c2ccccc2F)CC1	-1%	-5%	-19	i	47%[activator]	-3%	2%	-7%	10%[59 µM]
CC12CN3CC(C)(CN(C1)C3c1ccc3c(c1)OCO3)C2O (stereo not drawn)	-13%	-7%	4	-2%	36%	7%	7%	-4%	/

Three entries from above, arranged by molar mass, largest number first.
compound	JMJD2A Tudor	ERG Ets-DNA blk	PI4K2A inh	PGK inhibitor	HP1b chromo inh	BAZ2B block	GLS inhibitor	Pin1 inh	G9a inh
CCN(C(=O)COC(=O)CSc1ccc(C(N)=O)cc1[N+](=O)[O-])C1CCCCC1	-13%	8%	-5	i	34%	-14%	-3%	-2%	-2%
O=C(O)c1ccc(Oc2ccc([N+](=O)[O-])cc2)c([N+](=O)[O-])c1	-9%	-1%	3	-9%	?	/	0%	-15%	/
CC12CN3CC(C)(CN(C1)C3c1ccc3c(c1)OCO3)C2O (stereo not drawn)	-13%	-7%	4	-2%	36%	7%	7%	-4%	/

The listing continues.
compound	JMJD2A Tudor	ERG Ets-DNA blk	PI4K2A inh	PGK inhibitor	HP1b chromo inh	BAZ2B block	GLS inhibitor	Pin1 inh	G9a inh
COc1cc(C(=O)OCC(=O)N2CCC(Cc3ccccc3)CC2)cc(OC)c1OC	-2%	6%	2	3%	40%[activator]	6%	-4%	0%	8.9µM*
Cc1ccc(C(=O)OCC(=O)N2CCc3ccccc32)cc1	-5%	14%	-1	-5%	19%	-24%	4%	0%	25%
O=C(NCc1cccs1)c1ccc(CS(=O)Cc2cccc(Cl)c2)o1 (stereo not drawn)	-16%	-3%	2	-9%	31%	-7%	-13%	-6%	/
CCCCOc1cccc(C(=O)Nc2ccc(NC(=O)c3ccco3)cc2)c1	-10%	9%	-1	-8%	8%	-2%	-8%	5%	23%[59 µM]
O=C(O)C1=C(OCc2ccc(F)c(F)c2)C(=O)NCC1	?	-16%	0	-7%	6%	-23%	8%	0%	31%[12.7 µM]
COc1cc2cnc(-c3ccccc3)c(-c3ccc([N+](=O)[O-])cc3)c2cc1OC	?	-1%	0	1%	?	?	26%	?	9%[0.501 µM]
O=C(c1ccc(Cl)cc1)N1CCN(c2ccnc3cc(Cl)ccc23)CC1	-25%	-1%	-3	-2%	6%	-7%	7%	-12%	/
CN(C)c1ccc(C(C[N+](=O)[O-])c2c(N)n(C)c(=O)n(C)c2=O)c(F)c1C#N (stereo not drawn)	-14%	1%	-3	/	-8%	3%	15%	6%	-14%
CN(C)S(=O)(=O)c1cccc(NC(=O)CSc2nc3ccccc3[nH]2)c1	-20%	7%	0	-9%	3%	/	1%	-1%	0%
CSc1nnc(-c2ccc(C(F)(F)F)cn2)o1	3%	-10%	2	i	68%[activator]	-5%	1%	-4%	/
COc1ccc(C(=O)C2CCCN(Cc3cnc(N4CCCC4)s3)C2)cc1OC (stereo not drawn)	-19%	-6%	-3	-5%	11%	-16%	2%	9%	7%[59 µM]
CC1CC(C)(C)NC(=S)N1CC(=O)NCc1ccc(F)cc1 (stereo not drawn)	4%	8%	-1	-4%	41%[activator]	-15%	7%	-4%	?
COC(=O)c1ccc(COC(=O)CCC(=O)c2cccs2)cc1	14%	1%	6	i	31%	25%	1%	1%	25%[59 µM]
O=C1CC(c2ccsc2)Sc2ccccc2N1 (stereo not drawn)	-9%	-1%	-1	-10%	3%	1%	3%	2%	/
CCCCN(Cc1cc2ccccc2[nH]c1=O)C(=O)c1ccccn1	-16%	0%	-20	-4%	9%	?	0%	-3%	?
COc1ccc(/C=C(/C#N)C(=O)Nc2cccc([N+](=O)[O-])c2)cc1C(=O)O	-25%	-1%	-1	4%	-18%	?	0%	-11%	45µM*
CCC1CCCCN1C(=O)CSc1nc2c(c(=O)n1C)SC(C)C2 (stereo not drawn)	-19%	-2%	2	i	8%	-13%	0%	0%	/
COc1ccccc1C1(CC(=O)N2CCOCC2)CCOC(C(C)C)C1 (stereo not drawn)	-10%[11.4 µM]	-12%	6	-1%	-7%	?	-2%	-4%	50µM*
CCOc1ccc(C2NC(=O)NC(C)=C2C(=O)OC)cc1C (stereo not drawn)	-22%	6%	-4	-2%	16%	1%	7%	-2%	7%[59 µM]
CC12CCC(=O)N1C(C(=O)NCc1ccccc1Cl)CS2 (stereo not drawn)	-3%	3%	-1	-1%	35%[activator]	-3%	-2%	-2%	-2%[0.501 µM]
C=CC1CN(C(=O)OCC(Cl)(Cl)Cl)C2CC3c4ccc(OC)cc4NC3C3CC1C2CO3 (stereo not drawn)	?	-8%	-5	-10%	-12%	/	1%	-3%	/

Assay outcomes deposited in PubChem by National Center for Advancing Translational Sciences (NCATS).
